KB-3-1 tox: KB-3-1 parental cell cytotoxicity | KB-3-1 viability, CellTiter-Glo ATP luminescence, 72 h | Potency, µM (titrated, usually from 46.1 µM), without a hit: at the highest dose activity change, negative = cytotoxic, actives largely listed as cytotoxic | actives 1.4% (n = 400,000) | AID 1347075; note: potency is the fitted concentration of half-maximal effect; % is set by controls: 0 for no effect and ±100 for the full control effect; nearly all actives have a fitted effect of over 60% in size
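Screening of KB-3-1 cells (DMEM, 10% FBS, phenol-red free) ran from lowest to highest compound concentration; after 72 h at 37 °C viability was read luminescently and curves fitted.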
SW480 rerep: induces DNA re-replication in SW480 colon adenocarcinoma cells | Potency, µM (doses to about 46.1 µM), for inactives: top-dose re-replication activation, usual class: activators | SW480 DNA re-replication, Hoechst DNA content imaging, 48 h | actives 1.8% (n = 340,000); note: potency is the fitted concentration of half-maximal effect; % of control where 0% means no effect; nearly all actives have a fitted effect of over 55% in size
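Compounds, transferred as 23 nL by pin tool, were incubated with cells for 48 hr; DNA content per nucleus was then quantified by Hoechst staining and fluorescence plate imaging.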
D3 ag: D3 dopamine receptor (human) agonism | P35462 | D3R DiscoveRx beta-arrestin cells, luminescence, 90 min | max activation, % | actives 0.58% (n = 410,000); in the data active = max activation above about 30%; note: 0% is about no effect; mostly tested at two doses, the higher about 12 µM
Target sequence (P35462 whole entry, looked up): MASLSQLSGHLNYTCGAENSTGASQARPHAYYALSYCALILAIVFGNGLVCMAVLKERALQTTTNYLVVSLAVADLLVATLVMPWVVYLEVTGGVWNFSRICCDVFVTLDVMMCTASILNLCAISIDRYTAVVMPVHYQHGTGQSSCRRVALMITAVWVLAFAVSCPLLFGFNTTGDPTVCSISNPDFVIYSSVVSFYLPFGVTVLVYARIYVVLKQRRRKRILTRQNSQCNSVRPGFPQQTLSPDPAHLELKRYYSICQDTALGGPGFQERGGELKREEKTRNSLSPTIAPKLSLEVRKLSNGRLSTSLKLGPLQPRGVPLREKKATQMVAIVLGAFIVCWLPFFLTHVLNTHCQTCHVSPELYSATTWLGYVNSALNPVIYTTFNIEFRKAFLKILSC
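Agonist-mode cell screen: cells plated at 1500/well and incubated overnight at 37 °C, then exposed to library compounds for 90 min at 37 °C. Detection reagent was added for 30–60 min at room temperature, and luminescence was read.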
KB-V1 MDR tox: KB-V1 MDR subline cytotoxicity | KB-V1 MDR cells viability, CellTiter-Glo, 72 h | Potency, µM (top dose mostly 46.1 µM), without a hit: at the highest dose activity change, negative = cytotoxicity, usual class: cytotoxic | actives 3.4% (n = 400,000) | AID 1347076; note: potency is the fitted concentration of half-maximal effect; % is set by controls: 0 for no effect and ±100 for the full control effect; nearly all actives have a fitted effect of over 60% in size
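KB-V1 cells (P-gp-expressing MDR subline of KB-3-1) in phenol-red-free DMEM with 10% FBS were exposed to library compounds over a concentration series for 72 h at 37 degrees C. Viability read by CellTiter-Glo luminescence; concentration-effect curves fitted after normalization.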
MCF10A rereplic: induces DNA re-replication in MCF 10a normal breast cells; MCF 10A DNA re-replication, Hoechst nuclear intensity, 48 h; Potency, µM (doses to about 46.1 µM), without a hit: at the top dose activity, positive = re-replication, actives largely listed as activators; actives 2.9% (n = 350,000); note: potency is the fitted concentration of half-maximal effect; % of control where 0% means no effect; nearly all actives have a fitted effect of over 50% in size
GLP1R cytotox: cytotoxic in the GLP-1 receptor inverse agonist counter-screen; HEK293 cAMP-luciferase reporter cells, luminescence, 24 h; Potency, µM (series often up to 38.3 µM), for the others: at the highest dose activity change, negative = inhibition, usual class: inhibitors; actives 0.13% (n = 410,000);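 note: loss of luciferase light is scored as toxicity; potency is the fitted concentration of half-maximal effect; % is set by controls: 0 for no effect and ±100 for the full control effect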
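Cells in DMEM/10% Nu serum/1% pen-strep, 1536-well format. Pre-incubated 12 h, dosed with 23 nL compound, incubated a further 24 h. Luciferase detection, 12 min at room temp, luminescence.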
IL-1B inflam inh: inhibitors of inflammasome signaling (IL-1 beta secretion) | THP-1 LPS/ATP IL-1B secretion, AlphaLISA, 16 h; hits give low values | activity change, % at 57.5 µM | actives 4.7% (n = 360,000) | AID 743279; in the data active = activity change below about -50%; inconclusive = mostly about -30% to -49%; note: % is set by controls: 0 for no effect and ±100 for the full control effect
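Secreted IL-1B measured by AlphaLISA bead assay after 16 h compound exposure of THP-1 cells; compounds (final up to 57.5 uM) added 1 h before LPS (250 ng/mL) and ATP (1.25 mM) stimulation; lower signal means less secretion.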
HT1080 IDH1KD tx: HT-1080 IDH1 knockdown cell toxicity (counter line); Potency, µM (series often up to 46.1 µM), for the others: top-dose activity, negative = toxicity, hits mostly cytotoxic; actives 2% (n = 360,000); HT-1080 IDH1 knockdown viability, ATP luminescence, 48 h;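 note: potency is the fitted concentration of half-maximal effect; 0% = DMSO wells and -100% = cell-free medium wells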
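IDH1KD HT-1080 cells, 750/well, RPMI + 5% FBS; compound pinned after 2 h settling; 48 h, 37 °C; CellTiter-Glo luminescence; % activity normalised to DMSO and no-cell wells; curves fitted, classed by r2 and efficacy.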
HT1080NT lethal: kills 2HG-producing HT-1080-NT fibrosarcoma cells | HT-1080-NT fibrosarcoma viability, CellTiter-Glo ATP luminescence, 48 h | Potency, µM (titrated, usually from 46.1 µM), for inactives: at the top dose activity, negative = less viability, actives largely listed as cytotoxic | AID 686970 | actives 1.6% (n = 360,000);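 note: NT is the 2HG producing partner of a matched IDH1 knockdown line; potency is the fitted concentration of half-maximal effect; 0% = DMSO-treated cells and -100% = media-only wells without cells; nearly all actives have a fitted effect of over 55% in size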
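Fibrosarcoma NT cells, 750 per well in 5% FBS RPMI, were exposed to compound for 48 hours. Viability: CellTiter-Glo luminescence.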
Numbers without * were called inactive; ? = inconclusive; / = no result given; & = joins results of further samples; [ ] = another dose, or the depositor's remark. Unless noted, calls come from the whole dose curve; as a rule, active = well fitted curve in the direction sought with a large enough effect; inconclusive = small, poorly fitted or top-dose-only effect, or another doubt; inactive = no such curve, though single readings can be large; an effect the other way counts as inactive or inconclusive.

canonical_smiles	D3 ag	HT1080 IDH1KD tx	IL-1B inflam inh	HT1080NT lethal	GLP1R cytotox	SW480 rerep	KB-3-1 tox	MCF10A rereplic	KB-V1 MDR tox
COc1ccc(-c2cn[nH]c2-c2ccc(O)cc2O)cc1	2	4%	-11	2%	-15%	2%	12%	-3%	-16%
C/C(=N/OC(=O)c1c(-c2c(F)cccc2Cl)noc1C)c1cnccn1	-8	-7%	19	1%	4%	2%	0%	-1%	-10%
CCC(C(=O)NCCCN1CCN(C)CC1)n1nc(C)c2sc3ccccc3c2c1=O (stereo not drawn)	-16	0%	-1	-9%	0%	-8%	-2%	0%	-2%
Cc1ccc(-c2nn[nH]n2)cc1Cl	-11	-9%	35	2%	2%	-6%	12%	-1%	-7%
O=C(O)C[C@]1(C(=O)Nc2ccc(F)cc2)CC(/C=C/c2ccccc2)=NO1	-11	13%	5	9%	0%	-3%	8%	-1%	-2%
CCOc1ccc(OCCOCCn2c(-c3ccc(Cl)cc3)nc3ccccc3c2=O)cc1	5	/	/	/	8%	/	-5%	/	-4%
CCN(CC(=O)Nc1ccc2c(c1)OCCO2)C(=O)/C=C/c1ccc(OC)c(OC)c1	-5	1%	-3	2%	2%	-11%	?	-1%	?
COc1cc(N(C)C)c([N+](=O)[O-])cc1C(=O)N1CCN(Cc2ccccc2)CC1	2	-1%	-21	6%	-30%	3%	-23%	0%	?
CCCCOC(=O)Cn1c(=O)n(CC(=O)OCCCC)c2ccccc21	-13	1%[9.24 µM]	12	3%	-17%	-8%	-8%	9%	-23%
Cc1cc(C(=O)NNC(=O)COc2c(C)cc(Br)cc2C)n[nH]1	12	2%	41	-1%	7%	-1%	13%	1%	-2%
C[C@H](CO)N1C[C@H](C)[C@@H](CN(C)C(=O)Nc2ccc(C(F)(F)F)cc2)Oc2c(NS(=O)(=O)c3ccc(F)cc3)cccc2C1=O	-4	-4%	7	-1%	-17%	6%	7%	-2%	12%
Cc1onc(-c2ccccc2Cl)c1C(=O)O/N=C(\N)c1cccc([N+](=O)[O-])c1	2	?	-62*	?	-18%	/	-7%	/	?
Fc1cccc(Cn2ccc(-c3ccc4c(c3)OCO4)n2)c1	1	-6%	-24	-2%	-4%	1%	14%	4%	0%
CC(=O)Oc1ccc(/C=N/NC(=O)CCSc2ccccc2)cc1	-2	-5%	48	-4%	-2%	-4%	0%	-3%	?
N#Cc1c(NC(=O)c2ccc(Cn3cc(Br)cn3)o2)sc2c1CCCCCC2	6	?	-8	?	-9%	29%	?	?	2.6µM*
O=C(CSc1nnc(CNC(=O)c2ccco2)o1)c1ccccc1	2	7%	72	6%	-5%	-11%	-1%	2%	2%
COc1ccc(OC)c(N/C(C)=C/C(=O)c2ccc(Br)cc2)c1	0	-14%	?	-19%	-9%[7.66 µM]	2%	?	9%	?
CN(C)C(=O)CN1CCN(Cc2nc(CC3CC3)no2)CC1	-4	15%	19	15%	1%	-12%	8%	-12%	5%
CN(Cc1ccccc1)C(=O)c1ccc2c(c1)S(=O)(=O)N=C1CCCCCN12	7	5%	7	8%	-3%	0%	2%	5%	14%
CCCc1cc(C(=O)NC2CCCC2)no1	-12	9%	-6	-4%	11%	/	0%	/	-3%
OCCOCCOc1ccccc1OCCOCCO	4	-4%	-14	12%	13%	1%	-3%	-11%	0%
COC(=O)c1c(NC(=O)c2c(-c3ccccc3Cl)noc2C)sc2c1CCC2	0	-10%	0	-2%	67%[activator]	4%	-2%	14%	?
O=C(Cc1n[nH]c(=O)c2ccccc12)OCC(=O)c1ccc(F)c(F)c1	0	2%	20	-1%	-3%	0%	7%	3%	24%
CCOc1ccc(C(=O)NCC(=O)OCc2ccc(F)cc2Cl)cc1	0	-8%	-8	-8%	3%	-5%	-7%	-2%	20%
COc1ccc(NS(=O)(=O)c2ccc(N3CCCC3)c(NC(=S)Nc3ccc(SC(F)F)cc3)c2)cc1	-18	-26%	-20	-1%	5%	-90%[inhibitor]	?	-6%	?
Clc1ccsc1-c1ccnc(-n2cccc2)n1	-8	-13%	13	-15%	14%	?	-5%	-30%	-14%
CC(C)(C)Cc1nnc(NC(=O)Cc2cccs2)s1	-10	0%	27	0%	-5%	-6%	0%	3%	?
COc1c(S(=O)(=O)N2CCN(c3ccc(F)cc3)CC2)ccc(Cl)c1Cl	-3	-23%	-22	-13%	13%	1%	6%	10%	?
Cc1cc(NC(=O)COC(=O)CCNS(=O)(=O)c2cccc(C(F)(F)F)c2)no1	4	?	1	6%	-4%	-6%	12%	-9%	-19%
CCNC(=O)CSc1nnc(-c2ccccc2Br)n1-c1cccc(C(F)(F)F)c1	-4	4%	14	-1%	-7%	13%	2%	11%	-14%
CCOCCOC(NC(=O)c1ccccc1)(C(F)(F)F)C(F)(F)F	7	15%	20	7%	5%	-10%	10%	-4%	26%
O=P(c1ccccc1)(c1ccccc1)c1ccccc1C(Br)Br	3	-17%	-25	-4%	2%	/	-17%	/	?
CC1(C)C2CCC1(CS(=O)(=O)Nc1ccc(S(=O)(=O)N3CCCC3)cc1)C(=O)C2 (stereo not drawn)	1	11%	11	8%	-3%	0%	-5%	8%	-2%
C=CCn1c(SCC(=O)Nc2nc(C)cs2)nnc1C(NC(=O)c1ccccc1)C(C)C (stereo not drawn)	1	-6%	3	0%	3%	-17%	2%	2%	-6%
CN(CC(=O)Nc1ccc(Cl)c(C(F)(F)F)c1)C(=O)C1CC(=O)N(Cc2ccco2)C1 (stereo not drawn)	-7	-8%	-21	-15%	-12%	-42%[inhibitor]	0%	-13%	4%
COC(=O)c1ccc(Sc2ccccc2NS(=O)(=O)c2ccc(OC)cc2)nc1	1	9%	53	-3%	-17%	-4%	-4%	6%	-19%
Cc1cc(OCC(=O)N(Cc2ccc(N(C)C)cc2)C2CCS(=O)(=O)C2)cc(C)c1Cl (stereo not drawn)	-9	/	/	/	?	/	?	/	?
CCCCNC(=O)Cn1cnc2sc(C)c(S(=O)(=O)N3CCN(c4ncccn4)CC3)c2c1=O	3	10%	7	1%	-1%	11%	0%	?	18%
O=C(COc1cc(Cl)ccc1Cl)Nc1nnc(C2CC2)s1	6	9%	-10	14%	-6%	-2%	/	-28%	/
Cn1cc(-c2nnnn2-c2ccc(Cl)cc2)c(C(F)(F)F)n1	0	-1%	-1	1%	14%	-1%	2%	-184%[0.0737 µM]	8%
COc1ccc(NC(=O)c2ccc(C#CC(C)(C)O)cc2)cc1	2	11%	13	18%	-7%	-6%	10%	-3%	1%
CC(C)C[C@H](NC(=O)[C@H](Cc1ccccc1)n1c(=O)[nH]c2ccccc2c1=O)C(=O)N1CCC(C(=O)O)CC1	-7	0%	12	-2%	-12%	2%	0%	?	-4%
Cc1cc(C)cc(NS(=O)(=O)c2ccc(NC(=S)Nc3ccccc3)cc2)c1	-12	0%	0	-1%	-14%	-5%	10%	-10%	4%
O=C(CSc1ccccc1)Nc1ccc(C(=O)Nc2ccc(O)cc2)cc1	7	?	29	?	-10%	16%	-10%	?	?
Cc1ccc(S(=O)(=O)N2[C@@H](c3ccc(C#N)cc3)C(C(=O)O)=C[C@H]2CC2CCCC2)cc1	3	-15%	7	-5%	1%	-53%[inhibitor]	0%	-9%	0%
COc1ccc(CCNC(=O)CCCn2c(=O)c3ccccc3n(Cc3ccccc3C#N)c2=O)cc1OC	5	/	/	/	6%	/	12%	/	25%
CCc1cc2c(SCC(=O)N3CCCC3=O)ncnc2s1	-11	-7%	10	-4%	80%[activator]	5%	7%	?	-26%
CC1=C(C(=O)N2CCCCCC2)CC(CC(=O)NCC2CCCCC2)C(=O)N1Cc1ccc(F)cc1 (stereo not drawn)	-8	-1%	-25	-19%	1%	/	-7%	/	?
Cc1cc(NCc2ccccc2)nc(N2CCOCC2)n1	-3	1%	35	-1%	22%	-5%	8%	4%	5%
CC1CC(C)(C)NC(=S)O1 (stereo not drawn)	1&3	?	-15&-3	1%&20%	12%&-5%	14%&-5%	-2%&3%	1%&1%	-1%&3%
O=[N+]([O-])c1ccc(S(=O)(=O)N2CCN=C2SCc2ccc(F)cc2)cc1	7	21%	-2	12%	-2%	-16%	2%	1%	-3%
Cc1ccc(C(=O)N2CCN(S(=O)(=O)c3ccc(C(C)C)cc3)CC2)s1	-5	5%	-22	5%	13%	5%	1%	19%	?
CCc1nnc(NC(=O)CSc2ncc(-c3ccccc3)n2C)s1	-2	15%	18	-1%	2%	-2%	-12%	14%	?
CC(=O)Nc1ccc(NCN2C(=O)[C@@H]3[C@H]4CC[C@H](C4)[C@@H]3C2=O)cc1	1	24%	6	9%	-14%	-42%	0%	6%	3%
CC(C)C(=O)N=C1SC2CS(=O)(=O)CC2N1Cc1ccc(Cl)cc1 (stereo not drawn)	-2	-5%	34	-3%	-8%	7%	8%	1%	14%
O=C(CS(=O)(=O)c1cn(Cc2ccc(F)cc2)c2ccccc12)N1CCCCC1	-2	?	-25	-2%	1%	-12%	-15%	12%	-28%
O=c1[nH]cc(S(=O)(=O)N2CCN(c3ccccc3F)CC2)c(=O)[nH]1	1	8%	-4	3%	7%	/	9%	/	17%

Assay outcomes as filed in PubChem BioAssay.

This is a random part of the collection; about 11% have a hit in one of these screens.
